# mec2-1: NCI yeast anticancer drug screen, S. cerevisiae mec2-1 strain | % growth inhibition at 50 µM | 9% of 79,000 active | AID 157, 2004;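 also: 0% = growth of vehicle-only cultures of the same strain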
#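 Test agents were screened against the mec2-1 yeast strain, with defined DNA repair or cell cycle alteration. Growth was scored as inhibition against vehicle-only controls.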
# yeast mlh1 rad18: NCI yeast anticancer drug screen, S. cerevisiae mlh1 rad18 strain. 11% of 79,000 active. % growth inhibition at 50 µM;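 also: 0% = growth of vehicle-only cultures of the same strain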
#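 Cells of a genetically altered yeast strain, deficient in DNA damage repair, were treated with compound. Their growth was then compared with that of vehicle-treated cultures to give inhibition.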
# yeast rad50: NCI yeast anticancer drug screen, S. cerevisiae rad50 strain. 10% of 79,000 active. % growth inhibition at 50 µM;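 also: 0% = growth of vehicle-only cultures of the same strain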
#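 Inhibition values express reduced yeast growth in compound-treated cultures relative to vehicle-treated controls.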
# cln2 rad14: NCI yeast anticancer drug screen, S. cerevisiae cln2 rad14 strain; growth inhibition, % at 50 µM; 8.3% of 78,000 active; AID 165, 2004;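 also: 0% = growth of vehicle-only cultures of the same strain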
#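 Each compound was tested on cln2 rad14 yeast. Inhibition of growth was calculated against vehicle-exposed controls.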
# yeast sgs1 mgt1: NCI yeast anticancer drug screen, S. cerevisiae sgs1 mgt1 strain; growth inhibition, % at 50 µM; 10% of 78,000 active; AID 161, 2004;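 also: 0% = growth of vehicle-only cultures of the same strain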
#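 Genetically altered yeast, compound exposure, growth inhibition relative to vehicle.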
# yeast bub3: NCI yeast anticancer drug screen, S. cerevisiae bub3 mutant strain; 9.9% of 78,000 active; growth inhibition, % at 50 µM; AID 167, 2004;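 also: 0% = growth of vehicle-only cultures of the same strain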
#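 In this screen, a yeast mutant lacking normal mitotic checkpoint function is challenged with compound. Relative growth versus vehicle gives the inhibition value.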
# Numbers without * were called inactive; & = joins results of further samples. Rule as the data show it: active = growth inhibition above about 70%; inactive = the rest. Outcome played no part in choosing rows. About 14% of those tested had a hit in this group.
SMILES,mec2-1,yeast mlh1 rad18,yeast rad50,cln2 rad14,yeast sgs1 mgt1,yeast bub3
COc1ccc(/C(=N\NC(=S)NN)C(c2ccc(OC)cc2)C2C(=O)Oc3ccccc32)cc1 (stereo not given),6,3,13,-9,38,13
CCCC1=CCCC1,92*,50,91*,50,51,97*
O=C(CC1OC1c1ccccc1)c1ccccc1 (stereo not given),12,2,3,-56,21,-15
CCC(C)(C)C(O)c1ccc2c(c1)OCO2 (stereo not given),-13,-28,0,-8,4,1
NC(=O)NCCO,4,13,-18,-19,14,-6
CCCCCCCC(C)(C)O,-54,0,-23,15,-30,-35
CC1(Cl)CCC2(CC1Br)C(C)(C)C(Br)=CC1OC12C (stereo not given),26,36,38,30,34,63
O=S(=O)(Nc1ccccc1C(F)(F)F)c1ccc(F)cc1,47,80*,81*,33,56,35
CCOC(=O)N1C=NC23C(c4ccccc4)C(c4ccccc4)C12C(=O)N(C)C(=O)N3C (stereo not given),-9,-31,-2,-27,1,-8
COC(=O)C1CC(C(=O)OC)c2nc3ccccc3nc21 (stereo not given),8,7,12,7,13,-3
Cc1ccc(S(=O)(=O)OC2C3C4CCC5C3SC3C5C4C23)cc1 (stereo not given),-21,1,-5,6,-4,7
O=[N+]([O-])c1ccc(Cc2ncnc3c2ncn3C2OC(CO)C(O)C2O)cc1 (stereo not given),-13,-19,5,-1,-16,2
O=C1OC(c2ccccc2)CC1(Cc1ccccc1)Cc1ccccc1 (stereo not given),-5,3,-7,-39,-8,10
O=C(COc1ccc(Cl)cc1)N1CCN(C(=O)COc2ccc(Cl)cc2)c2ccccc21,3,-1,12,11,24,12
CC#CCCCCOC(=O)c1cc([N+](=O)[O-])cc([N+](=O)[O-])c1,100*,99*,100*,99*,100*,100*
CC(C)Cc1[nH]nc2c1C(=O)C(Nc1ccccc1)=CC2=O,25,23,22,-8,13,3
COc1ccccc1/C=C1\C(=O)N(C(=O)c2ccc(NC(C)=O)cc2)N=C1C,-27,-26,2,-3,-35,-24
CC(C)C(NC(=O)C(Cc1ccccc1)NC(=O)OC(C)(C)C)C(=O)NCC(=O)OCc1ccccc1 (stereo not given),-16,-19,-11,9,-22,-19
N#C/C(=C\c1ccccc1F)C(=O)c1ccccc1,-10,-22,2,6,-5,-22
Nc1c(S(=O)(=O)O)ccc2cc(S(=O)(=O)O)ccc12,-14,-8,3,-13,-3,33
NC(=O)CCC(NC(=O)c1ccccc1)C(=O)O (stereo not given),-4,-9,-3,-62,-13,-45
O=C1C[C@@H]2[C@@H](c3ccccc3)[C@@H]3C(=O)c4ccccc4NC(=O)[C@H]3[C@]2(O)c2ccccc2N1,-6,5,-10,23,14,-10
CCN(CC)CCC(CN(C)C)C(C)O (stereo not given),4,9,-4,-17,13,-1
CCN(CC)Cc1cc(OC(=O)c2cc(OC)c(OC)c(OC)c2)cc(C(=O)OC)c1,4,-10,3,-32,-19,8
O=C(NCCCN1CCN(CCCNC(=O)Nc2ccc(Br)cc2)CC1)Nc1ccc(Br)cc1,11,23,28,12,38,-2
C[n+]1cccc(C(=O)c2ccccc2)c1,-5,6,6,12,1,-1
COC(=O)/C=C1/Nc2ccc(Cl)cc2C(=O)NC1=O,27,34,39,29,59,31
COc1cc2c(cc1OC)C(C)(C)CCC2(C)C,-10,1,24,-5,3,60
O=C(CNOCc1ccccc1)OCc1ccccc1,16,19,26,-7,3,3
O=C(NO)c1ccccc1,-30,28,17,22,12,-4
C=C1C(O)C2(O)OCC34C(CC5C(C)=CC(=O)C(O)C5(C)C23)OC(=O)C(OC(=O)C/C=C/CCCCCCCC)C14 (stereo not given),93*,91*,92*,92*,93*,92*
Cc1cc2nc3[nH]c4c(Cl)cc(Cl)cc4c3nc2cc1C,-29,-21,-37,56,-7,-71
O=C(Nc1cccc2ccccc12)OCC1CCCC1,-19,18,35,-37,7,-14
CC1CC[P+](C)(Cc2ccccc2)C1 (mixture of isomers),1,19,9,2,-18,5
COc1ccc([C@@]23Oc4cc(OC)cc(OC)c4[C@]2(O)[C@H](O)[C@H](C(=O)N(C)C)[C@H]3c2ccccc2)cc1,93*,91*,92*,92*,93*,91*
CCCCNc1ccc(-c2c(N)nc(N)nc2CC)cc1[N+](=O)[O-],18,63,62,27,57,0
CC1(C)SC(C)(C)C1=O,-7,-5,-14,-37,-1,2
O=S1(=O)C2CCCC1C(Cl)CC2 (stereo not given),2&4,2&-4,23&10,-26&-74,0&-3,8&-8
O=C(O)c1ccc(O)c2ccccc12,-21,-22,-22,-25,-15,-13
Cc1ccc(NC(=O)Oc2ccc(Br)cc2Br)c(Cl)c1,18,42,21,0,17,-6
O=C1C=CC(=O)C(c2ccc3ccccc3c2)=C1,99*,99*,99*,99*,99*,99*
Cc1ccc2oc(-c3cccc(N)c3)nc2c1,4,-6,17,28,-19,23
CCOC(=O)c1ccc(NC(=O)CNC2CCCCC2)cc1,-9,-26,0,-41,-3,5
CCCC(=O)OCC1OC(n2cc(F)c(=O)[nH]c2=O)CC1O (stereo not given),-4,-27,14,10,6,7
Cc1cc2c(nn1)CCc1c-2no[n+]1[O-],-32,-3,3,22,-10,3
O=C(CCCCO)c1nc2ccccc2s1,23,0,1,-9,7,5
Cc1ccc(S(=O)(=O)N/N=C2\CCC3(O)CC2(C)CCC2C3CC2(C)C)cc1 (stereo not given),-9,53,-11,12,62,17
COCC1=C(C)CC(CC(=O)OC)C1=O (stereo not given),20,18,31,-19,19,19
Nc1nc(Nc2ccccc2)nc(SCc2ccccc2)n1,5,14,10,-34,-6,0
NC(Cc1cccc(F)c1)C(=O)O (stereo not given),-30,10,-1,-12,7,-9
Cn1cccc1C(/C=C/c1ccccc1[N+](=O)[O-])c1cccn1C,6,20,18,4,21,18
Cn1c(N)nc(=S)c2[nH]cnc21,26,15,37,-6,12,10
Cc1n(CC(=O)c2ccccc2)nc2sc(N)n[n+]12,-24,-21,-50,-18,-68,-15
CCCCCCc1cc2cc(-c3csc(-c4ccc(OC)cc4)n3)c(=O)oc2cc1O,24,-25,31,20,-1,5
Cc1cc(-c2cc(C)on2)no1,-3,-3,-45,-30,-16,-6
COc1cc2c(cc1OC)C(=O)c1nccc3ccc(OC)c(c13)O2,17,17,0,5,23,17
CC(=O)Nc1ccc(S(=O)(=O)N2c3ccccc3Sc3ccccc32)cc1,-6,4,9,3,5,-2
CC(=O)NC(Cc1ccccc1)C(=O)Nc1ccccc1C (stereo not given),-18,7,9,11,15,8
CCOC/N=C(/N)NC#N,2,33,26,13,11,-3
O=[N+]([O-])c1ccc(C2=NOC3COC4C=CC=CC4OCC23)cc1 (stereo not given),-30,-8,-3,-3,11,6

# Next compounds follow:
SMILES,mec2-1,yeast mlh1 rad18,yeast rad50,cln2 rad14,yeast sgs1 mgt1,yeast bub3
CCCCOc1ccc(N)cc1,-12,39,32,13,10,11
O=CCS,5,7,0,-38,-6,-31
Cn1c(=O)nc2n(C)c3ccccc3cc-2c1=O,-12,2,10,-7,-4,-13
O=C1NC(N2CCCCC2)=N/C1=C\c1ccccc1O,-25,90*,5,15,-3,6
O=C1CC(c2ccccc2)C(c2ccccc2)C1C(=O)OCCc1ccccc1 (stereo not given),3,1,36,2,2,-17
NC(CO)C(=O)NCC(=O)O (stereo not given),6,-24,-30,-80,-30,-18
CCOC(=O)c1ccc(CS(=O)(=O)c2ccccc2C(=O)OCC)c([N+](=O)[O-])c1,1,-10,-11,12,10,-3
CCSC(SCC)[C@H](NC(C)=O)[C@@H](O)[C@H](O)[C@H](O)CO,-12,-12,-7,0,-9,3
CCO/C=C1/N=C(c2ccc3ccccc3c2)OC1=O,10,14,36,-24,13,-32
CC(O)(C(=O)O)C(NC(=O)c1ccccc1)C(=O)O (stereo not given),6,2,12,6,-2,11
COC(CC(=O)O)CC(C)CC(C)(C)C (stereo not given),16,40,48,19,38,25
Cn1c(C(N)=O)cc(=O)n1-c1ccc([N+](=O)[O-])cc1,19,0,6,4,4,-6
CCCCOc1c(Cl)cc(Cl)cc1-c1ccccc1,10,2,15,-18,3,18
Cn1c(=O)oc2cc(C(=O)CN3CCN(Cc4ccc5c(c4)OCO5)CC3)c(Cl)cc21,26,23,30,26,62,53
CCC(=O)Oc1ccccc1OC,-7,-17,-29,0,-6,-32
COc1ccc(-c2nc3ccccc3c(=O)[nH]2)c(OC)c1,-30,13,13,11,-15,-21
CC(C)(C)CC(C)(C)c1ccc(OCCSC(=N)N)cc1,100*,99*,99*,99*,99*,99*
S=C(SCc1c(Cl)cccc1Cl)N1CCSCC1,-14,1,-14,-7,23,53
COc1cc2c(c(OC)c1OC)-c1ccc(O)c(=O)cc1C(N=Cc1ccccc1)CC2 (stereo not given),-4,19,-18,32,-5,0
Nc1nnc(-c2ccccc2)s1,6,5,-12,14,2,6
CCOc1ccc(C(=O)O)c(O)c1,10,-11,0,46,2,7
CC(C)(CCC(C)(C)c1ccccc1)c1ccccc1,-36,-8,-3,-10,-9,-18
COC1CC(n2ccc(=O)[nH]c2=O)OC1CO (stereo not given),-11,6,-8,28,3,-26
O=C(NCc1ccco1)Nc1c(Cl)cc(Cl)cc1Cl,-26,-4,-3,3,-3,-13
C1CCCCC2(CCCCCCCCC3(CCC1)OCCO3)OCCO2,-21,-5,-2,26,-8,1
COc1cccc(C2Nc3ccccc3C(=O)N2N2CCOCC2)c1 (stereo not given),-7,-5,51,-22,32,7
Cn1c(-c2ccc(/C=N/NC(=S)N/N=C/c3ccc(-c4c[n+]5ccsc5n4C)cc3)cc2)c[n+]2ccsc12,91*,88*,89*,86*,91*,90*
Cc1[nH]c2ccccc2c1C(CC(=O)O)c1ccccc1 (stereo not given),-1,-4,14,-5,-13,-5
O=C(O)c1ccc(C(=O)O)c(Br)c1,-21,15,5,-11,8,-7
CC(=Nc1ccc(C)cc1)NNc1nc2ccccc2s1,-7,25,15,-37,13,17
O=C(O)c1ccc(OCC(=O)c2ccccc2)cc1,17,8,6,-7,-6,36
COc1ccc(/C=C/C(=O)c2sc(Nc3ccc([N+](=O)[O-])cc3)nc2C)cc1,7,46,39,37,5,28
CC(=O)OCCCC(NC(=O)OC(C)(C)C)C(=O)NC(CCCOC(C)=O)C(=O)NC(Cc1ccc([N+](=O)[O-])cc1)C(=O)NCC(=O)OCc1ccccc1 (stereo not given),-27,-37,-29,4,-20,-13
Cc1nn(-c2ccccc2)nc1C(=O)Nc1ccc2[nH]ncc2c1,-48,-25,-39,-16,-9,-23
COc1ccc(/C=C2\N=C(N3CCCC(CO)C3)NC2=O)cc1 (stereo not given),-2,-34,-35,2,8,-4
O=Nc1c(S(=O)(=O)O)cc2cc(S(=O)(=O)O)ccc2c1O,1,30,42,22,45,23
O=C(CO)c1ccccc1,10,20,-12,26,-4,4
O=C(Nc1ccc2c3c(ccc(C(=O)Nc4ccccc4)c13)CC2)c1ccccc1,2,10,46,12,25,-4
O=[N+]([O-])c1cc(Cl)cc2cc(Br)cnc12,15,4,4,4,-20,10
CCCN(C=O)CCC,-10,23,31,8,-1,8
Cc1ccc(S(=O)(=O)N(C)C)cc1,10,-3,-8,47,-12,15

# Assay outcomes deposited in PubChem by NCI.
